# GRIN3A LBD mod = NR3A (human) ligand-binding domain modulation; Tm shift relative to glycine control, % at 25 µM; hit rate 2.5% among 340,000; NR3A LBD differential scanning fluorimetry, Tm shift; 0% = protein alone, 100% = glycine-bound protein;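 active = melting temperature shift of at least 10% of the positive control shift, at one fixed dose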
# APJ antag = blocks the human apelin receptor APJ | P35414 | CHO-K1 APJ beta-arrestin complementation, luminescence | inhibition, % at 20 µM | hit rate 0.32% among 330,000 | AID 2521;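 active = inhibition above about 40% at 20 µM, limit read from the data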;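 also: cells challenged with 10 nM apelin-13 agonist together with compound; plate controls were apelin-13 plus DMSO wells for no effect and DMSO wells lacking apelin-13 for full effect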
# Target sequence (P35414 whole entry, looked up): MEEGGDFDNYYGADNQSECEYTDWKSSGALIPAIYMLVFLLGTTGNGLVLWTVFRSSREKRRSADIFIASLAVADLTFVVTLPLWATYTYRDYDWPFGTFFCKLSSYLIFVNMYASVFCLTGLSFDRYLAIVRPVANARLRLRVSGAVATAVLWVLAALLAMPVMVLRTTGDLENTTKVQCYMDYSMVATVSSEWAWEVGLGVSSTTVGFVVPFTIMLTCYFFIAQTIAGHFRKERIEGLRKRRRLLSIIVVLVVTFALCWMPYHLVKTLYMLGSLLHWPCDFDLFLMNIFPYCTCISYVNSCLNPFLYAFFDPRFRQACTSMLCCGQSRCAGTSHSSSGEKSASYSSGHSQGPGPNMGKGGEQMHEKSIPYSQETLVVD
# TIM10 inh = growth inhibitors of TIM10 yeast strain; S. cerevisiae TIM10 strain growth, BacTiter-Glo luminescence, 24 h; inhibition, % at 10 µM; hit rate 1.4% among 330,000; AID 463195;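 active = inhibition of 40% or more at the single tested concentration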;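 also: wild-type TIM10 isogenic control strain grown at permissive 25 °C; 0% = DMSO yeast wells and 100% = minimal medium wells without yeast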
# APJ ag = agonists of human APJ apelin receptor. hit rate 0.11% among 330,000. activation, % at 20 µM. CHO-K1 APJ PathHunter beta-arrestin, luminescence; 0% DMSO wells, 100% apelin. AID 2520;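 active = activation more than six SD over the plate average, tested at 20 µM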;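 also: 0% = DMSO alone and 100% = apelin-13 at 10 nM; some results filed as inactive read as strong as hits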
#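 Test system: CHO-K1 APJ beta-arrestin complementation cell line. Amount: cell density 1000 per well. Controls: DMSO negative, 10 nM Apelin-13 positive. Signal: luminescent beta-gal fragment complementation, chemiluminescent substrate. Read-out basis: agonist-driven arrestin binding to APJ. Timing: compound stimulation 90 min at 25 °C, detection 60 min.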
# NALP3 yeast inh = inhibitors of NALP3 inflammasome in yeast; inhibition, % at 10 µM; AID 2825; hit rate 0.39% among 330,000; Yeast reconstituted NLRP3/ASC/caspase-1, beta-gal luminescence, 24 h;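 active = inhibition of 50% or more; inactive = inhibition below 50%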;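 also: plate controls were induced DMSO wells for no effect and uninduced yeast grown without galactose for full effect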
# beta cell repl = MIN6 beta-cell proliferation induction. proliferation, % at 10 µM. MIN6 cells proliferation, ATPlite luminescence, 48 h; cells starved in 0.2% serum; 100% = growth in 10% serum. hit rate 0.29% among 330,000;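 active = compounds whose signal lies at least 3.5 SD above the mean of all wells on their plate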;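 also: 0% = DMSO-treated cells in low-serum medium and 100% = 10% serum control; some compounds called inactive have numbers as strong as hits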
# MPTP inh = inhibitors of mitochondrial permeability transition pore. isolated mouse mitochondria, Ca2+ swelling absorbance, 30 min. inhibition, % at 10 µM. hit rate 1.4% among 360,000. AID 602449;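 active = inhibition of 50% or more, scaled per plate between neutral and stimulator controls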;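 also: 0% = DMSO wells given calcium and 100% = 1 mM EGTA wells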
# tim23-1 inh = tim23-1 yeast growth inhibition; S. cerevisiae tim23-1 growth, BacTiter-Glo luminescence, 24 h; inhibition, % at 20 µM; hit rate 1.3% among 330,000;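 active = growth inhibition of the mutant yeast at or above 50%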;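 also: temperature-sensitive mutant grown at 25 °C; plate controls were DMSO-treated mutant yeast for no effect and medium wells lacking yeast for full effect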
# tim10-1 inh = tim10-1 yeast growth inhibition; AID 463190; S. cerevisiae tim10-1 ts strain growth, BacTiter-Glo, 24 h; hit rate 2.2% among 330,000; inhibition, % at 20 µM;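 active = inhibition of at least 40%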;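 also: mutant grown at 25 °C; 0% = DMSO wells with yeast and 100% = wells holding no yeast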
# Starred values were filed as active, the others as inactive; x = not tested or not shown; & = joins results of further samples.
SMILES,GRIN3A LBD mod,APJ antag,TIM10 inh,APJ ag,NALP3 yeast inh,beta cell repl,MPTP inh,tim23-1 inh,tim10-1 inh
COC(=O)c1ccccc1NC(=S)N1CCN(C2CCCCC2)CC1,-3,-9,-6,-8,-4,1,0.0,-3,-9
c1ccc2ccccc2c1,2,-15,6,-1,-2,0,1.5,-8,-17
CCOc1ccc(NC(=O)N2CCN(CC)CC2)cc1,0,1,-7,-5,6,-2,-0.8,8,1
Cc1ccccc1Nc1nc(N)nc(CSc2nnnn2C)n1,-1,5,11,-2,18,-2,-3.6,-11,3
CN(Cc1ccccc1)C(=O)CN(C)S(=O)(=O)c1ccc(F)cc1,2,18,7,-1,4,-2,-0.3,8,2
COCCn1c(SCC(=O)N2CCCC(C)C2)nnc1-c1ccco1 (stereo not drawn),2,5,0,-3,-5,0,-1.0,6,3
COc1ccc(S(=O)(=O)N2CCN(C(=O)CNC(=O)c3ccc4c(c3)OCO4)CC2)cc1,0,8,-1,4,2,1,-1.3,3,1
CC(C)c1ccc(OCC(=O)NCc2n[nH]c(=O)c3ccccc23)cc1,-2,18,5,0,15,-3,-1.8,17,23
Cc1ccccc1CSCC(=O)N1CCN(c2ccccc2)CC1,-1,-5,10,-4,-9,0,-0.3,27,44*
COc1cccc(CNC(=O)C2CCN(S(=O)(=O)c3ccc(-n4cnnn4)cc3)CC2)c1,-2,2,-15,4,17,3,0.7,14,7
COCc1cc(C)nc(OCC(=O)N/N=C/c2ccccc2O)c1C#N,-1,21,7,3,3,1,0.4,12,-2
Cc1cc(Cl)ccc1OCC(=O)N1CCCN(C(=O)COc2ccc(Cl)cc2C)CC1,-7,8,23,-2,-5,-4,-13,11,-27
CC(Nc1nc2ncn(Cc3ccccc3)c2c(=O)[nH]1)C(=O)O (stereo not drawn),15*,6,2,-1,-3,0,-1.0,6,-3
CC(C)CN(C(=O)Cn1nnc(-c2ccc(F)cc2)n1)C1CCS(=O)(=O)C1 (stereo not drawn),2,-57,-8,-1,19,-3,0.6,-4,2
COc1ccc(-c2c(C)nc(N)nc2-c2ccc(OC)cc2O)cc1,-1,-2,-5,2,12,3,-0.4,30,26
Cc1cc(Cl)ccc1OCC(O)CN1C(C)CCCC1C (stereo not drawn),x,3,-1,0,21,-2,x,23,-9
Cc1ccc(/C=N/NC(=O)c2nnn(-c3nonc3N)c2CSc2ccc(Cl)cc2)o1,21*,-5,1,-2,-4,-1,-0.8,18,12
CCCCCCc1cc2cc(-c3nnc(-c4cc(OC)c(OC)c(OC)c4)o3)c(=O)oc2cc1O,-4,-87,2,16*,-6,-6,x,1,12
COc1ccc(C(CCN2CCN(c3ccccc3)CC2)c2c(O)cc(OC)cc2OC)cc1 (stereo not drawn),-1,15,9,0,14,-8,0.8,14,6
Cc1cc(C)n(C(=O)CCCn2nc(C)c([N+](=O)[O-])c2C)n1,1,-6,-23,-8,5,2,-3.3,3,22
COc1cccc(N2CCN(S(=O)(=O)c3cccc4cccnc34)CC2)c1,1,-2,-13,0,11,5,-0.3,24,26
CCc1ccc2oc(C(=O)Nc3ccc(S(N)(=O)=O)cc3)c(C)c2c1,-1,-2,5,-4,14,-3,-1.1,-10,6
COc1ccc(C2Nc3ccccc3C(=O)N2Cc2ccco2)cc1CN1C(=O)c2ccccc2C1=O (stereo not drawn),-2&0,13&13,30&19,-3&-3,17&4,-5&2,-1.0&0.7,30&20,30&13
COc1cc(/C=N/Nc2nc(Nc3ccccc3)nc(-n3nc(C)cc3C)n2)cc(OC)c1OC,-4,-16,14,4,-4,-4,0.4,3,26
O=C(Nc1ccc(F)c(F)c1)c1ccc(-n2cncn2)c([N+](=O)[O-])c1,0,-10,-11,6,17,2,0.4,6,-1
CCCNC(=O)c1cn(CC)c2cc(N3CCN(C(=O)c4ccco4)CC3)c(F)cc2c1=O,-2,-1,8,0,6,-1,-1.5,16,5
COc1cc([N+](=O)[O-])ccc1-c1ccc(/C=N\n2cnnc2)o1,-1,5,5,-1,1,-3,1.1,8,5
CCOc1ccc(C(=O)NC2CC(=O)N(c3ccc4c(c3)OCCO4)C2)cc1 (stereo not drawn),1,-3,10,-4,20,-4,-0.6,11,6
O=[N+]([O-])c1ccc(OCCN2CCCCCC2)cc1,-1,-3,-6,-4,4,3,-1.6,-3,8
CCOC(=O)C(=CNc1cc(C(F)(F)F)ccc1N1CCOCC1)C(=O)OCC,-1,-2,-23,-3,6,2,1.5,-41,-75
Cn1c(SCc2nc3ccccc3[nH]2)nnc1-c1cnccn1,0,-4,7,-2,-1,-5,5.9,8,10
CC(=O)N1N=C(c2ccc(Cl)cc2)OC12CCCC2,0,0,-10,-6,33,7.3*,3.5,11,-14
O=C(NCCN1CCOCC1)C(=O)NCC1OCCN1S(=O)(=O)c1ccc(F)cc1 (stereo not drawn),2,-7,5,-1,-1,0,-1.4,5,4
CC1=C(C(=O)OCc2ccccc2)C(c2cccc([N+](=O)[O-])c2)NC(=O)N1 (stereo not drawn),0,-7,-9,-1,9,-3,1.3,-4,-7
CC(=O)c1cc2c(cc1NC(=O)C1CC=CCC1C(=O)O)OCO2 (stereo not drawn),1,10,-2,-4,2,0,0.7,-7,7
Cc1cc(C)n2nc(NCc3ccccc3)nc2n1,1,-6,6,-2,0,0,0.3,12,4
Cc1ccc2c(c1)c1c(n2CC(O)Cn2c(C)nc3ccccc32)CCCC1 (stereo not drawn),0,-13,10,-4,10,-6,1.1,15,21
CCc1ccc(NC(=O)C(C)OC(=O)CC(NC(C)=O)c2ccccc2)cc1 (stereo not drawn),-1,4,-4,3,9,0,-0.3,13,12
C/C(=N\NC(=O)c1csc(C)c1C)c1ccco1,0,-10,5,-5,17,-4,-0.4,5,11
Cc1ccc(-c2cc(C(F)F)n3ncc(C(=O)N4CCc5ccccc5C4)c3n2)cc1,0,8,34,-2,11,-6,6.3,12,34
Clc1cccc(Cl)c1-c1nnc2ccc(N3CCOCC3)nn12,9,-17,-12,-1,14,2,-0.4,-10,-12
Cc1cccc(-n2cc3c(=O)n(C)c(=O)n(C)c3c2)c1,0,-16,-18,-3,32,-4,-1.8,13,24
COC(=O)CSc1nc2cc3c(cc2cc1C)OCCO3,0,-3,36,-1,69*,-2,-0.6,33,30
COc1ccc(OC)c(C2C(C(N)=O)=C(C)Nc3nc(-c4cccc(Cl)c4)nn32)c1 (stereo not drawn),1,13,25,-1,6,-4,0.6,-10,-13
COc1ccc(CNC(=O)CCCSc2ccccc2)cc1,-2,13,9,0,36,0,-0.3,10,-17

# At a glance, part of the list above.
SMILES,GRIN3A LBD mod,APJ antag,TIM10 inh,APJ ag,NALP3 yeast inh,beta cell repl,MPTP inh,tim23-1 inh,tim10-1 inh
CC1=C(C(=O)OCc2ccccc2)C(c2cccc([N+](=O)[O-])c2)NC(=O)N1 (stereo not drawn),0,-7,-9,-1,9,-3,1.3,-4,-7
CC(=O)c1cc2c(cc1NC(=O)C1CC=CCC1C(=O)O)OCO2 (stereo not drawn),1,10,-2,-4,2,0,0.7,-7,7
Cc1cc(C)n2nc(NCc3ccccc3)nc2n1,1,-6,6,-2,0,0,0.3,12,4
Cc1ccc2c(c1)c1c(n2CC(O)Cn2c(C)nc3ccccc32)CCCC1 (stereo not drawn),0,-13,10,-4,10,-6,1.1,15,21
CCc1ccc(NC(=O)C(C)OC(=O)CC(NC(C)=O)c2ccccc2)cc1 (stereo not drawn),-1,4,-4,3,9,0,-0.3,13,12
C/C(=N\NC(=O)c1csc(C)c1C)c1ccco1,0,-10,5,-5,17,-4,-0.4,5,11
Cc1ccc(-c2cc(C(F)F)n3ncc(C(=O)N4CCc5ccccc5C4)c3n2)cc1,0,8,34,-2,11,-6,6.3,12,34
Clc1cccc(Cl)c1-c1nnc2ccc(N3CCOCC3)nn12,9,-17,-12,-1,14,2,-0.4,-10,-12
Cc1cccc(-n2cc3c(=O)n(C)c(=O)n(C)c3c2)c1,0,-16,-18,-3,32,-4,-1.8,13,24
COC(=O)CSc1nc2cc3c(cc2cc1C)OCCO3,0,-3,36,-1,69*,-2,-0.6,33,30
COc1ccc(OC)c(C2C(C(N)=O)=C(C)Nc3nc(-c4cccc(Cl)c4)nn32)c1 (stereo not drawn),1,13,25,-1,6,-4,0.6,-10,-13
COc1ccc(CNC(=O)CCCSc2ccccc2)cc1,-2,13,9,0,36,0,-0.3,10,-17

# Next part.
SMILES,GRIN3A LBD mod,APJ antag,TIM10 inh,APJ ag,NALP3 yeast inh,beta cell repl,MPTP inh,tim23-1 inh,tim10-1 inh
COCC(=O)N/N=C(\C)CC(=O)NCc1ccco1,-3,11,-2,-1,14,-3,-0.4,7,-10
O=C(Nc1cccc(-c2nn[nH]n2)c1)c1cccs1,-19,3,-7,1,-1,0,-0.6,-7,-29
Cc1ccc(NC(=O)c2ccsc2)cc1NS(C)(=O)=O,1,16,-6,2,11,0,0.1,23,18
Cc1cc2cc(C(c3nnnn3Cc3ccco3)N3CCc4ccccc43)c(=O)[nH]c2cc1C (stereo not drawn),-6,-16,15,-3,22,-5,-5.1,14,14
O=C(COc1ccccc1F)NCc1ccc(-n2cccc2)cc1,1,-9,-20,0,-1,-2,-0.1,21,35
Cc1ccccc1Cn1c2ccccc2c2cnn(CC(=O)NCc3ccccn3)c(=O)c21,0,19,21,3,-1,6,-1.5,17,32
COc1ccc(NC(=O)CCNC(=O)Cn2cnc3ccccc3c2=O)cc1OC,1,14,9,0,26,-1,-0.4,-2,2
CC1CCCN(C(=O)Cn2c(=O)oc3ccccc32)C1 (stereo not drawn),-1,-5,-1,-1,6,1,-0.8,3,1
O=Cc1ccc(OC(=O)CCCCC(=O)Oc2ccc(C=O)cc2)cc1,0,-13,9,-1,10,-1,-0.7,22,28
CCOc1cc(N2CCOCC2)c(OCC)cc1NC(=O)COc1cccc(CC)c1,3,-36,18,-3,17,-3,-0.9,13,5
CO/C([O-])=N/c1c[n+](-c2ccc(Cl)cc2)no1,-3,-5,-12,0,11,-4,1.3,5,8
Cc1ccc2nc(NC(=O)c3ccco3)sc2c1,-6,23,26,-1,21,-4,-1.0,64*,37
COc1cccc(OC)c1C(=O)NC(C)C12CC3CC(CC(C3)C1)C2 (stereo not drawn),-3,3,36,-3,40,0,1.2,33,38
NNC(=O)c1cccc(COc2cccc(Br)c2)c1,0,-73,36,3,7,-2,-1.9,51*,45*
COc1ccc(-n2c(C)cc(C(=O)Cn3nc(C(=O)O)c4ccccc4c3=O)c2C)cc1,-1,0,24,-2,8,-4,-0.5,27,17
CCOc1ccc(NC(=O)CN2C(=O)C3CC=CCC3C2=O)cc1 (stereo not drawn),2,-8,-1,-5,8,-2,-0.7,18,5

# Source: PubChem (Sanford-Burnham Center for Chemical Genomics)
